Bioassay records (PubChem)
PKA-R1A activ = activators of PKA-R1A holoenzyme, primary screen, biochemical, fluorescence polarization, Cy5-IP20, bovine R1A, mouse PKAc | AID 504707, 2011 | PKA-R1A dissociation; scaled: DMSO 0%, 113 µM cGMP 100% | cAMP-dependent protein kinase type I-alpha regulatory subunit (Bos taurus) + … | activation, % at 11.4 µM | hit rate 0.083% among 340,000;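 active means percent activation above the mean of all tested compounds plus 3 SD, cut at about 19% in these data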;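 further: higher means more PKAc released from R1A so a rise in polarization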
HTR5A inv ctr = HTR5A inverse agonists in luminescence cell assay, primary screen, counter-screen for OPRM1-OPRD1 heterodimer inverse agonist project, full-deck HTS; inhibition, % at 9.3 µM; HTR5A cell line, inverse agonism; hit rate 0.083% among 340,000; in the data active means inhibition mostly above about 23%, no sharp cut-off; inactive means mostly below about 18%;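 further: 0% = cells with DMSO and 100% = no-cell wells with DMSO; some compounds called inactive have numbers as strong as hits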
Target sequence (P47898 whole entry, looked up): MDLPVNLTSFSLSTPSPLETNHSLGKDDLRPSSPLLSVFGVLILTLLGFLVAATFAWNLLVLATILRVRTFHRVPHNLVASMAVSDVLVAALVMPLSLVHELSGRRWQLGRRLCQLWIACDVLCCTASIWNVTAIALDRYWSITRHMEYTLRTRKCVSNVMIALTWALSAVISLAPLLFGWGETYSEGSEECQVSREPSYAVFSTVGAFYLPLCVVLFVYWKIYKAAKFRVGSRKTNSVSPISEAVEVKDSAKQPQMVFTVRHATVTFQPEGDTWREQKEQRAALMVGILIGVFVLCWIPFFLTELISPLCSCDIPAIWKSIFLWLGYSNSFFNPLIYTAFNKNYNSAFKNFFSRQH
OPRM1-OPRD1 inv = inverse agonists of MOR-DOR heterodimerization, primary screen, cell-based, luminescence; cell-based MOR-DOR heterodimer luminescence, inverse agonism; inhibition, % at 9.3 µM; hit rate 0.21% among 340,000; AID 504357, 2011; in the data active means inhibition above about 22%, passing the limit was not always enough;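 further: 0% = cells with DMSO and 100% = wells without cells with DMSO; values of inactives mirror those of a sister screen read the other way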
Tat export inh = E. coli Tat export inhibitors, primary screen, MC4100, TorA-mCherry reporter, fluorescence, single point | AID 488895, 2010 | inhibition, % at 10 µM | hit rate 0.036% among 340,000;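 active means mean replicate inhibition at least 50% and at least half of replicates individually reaching 50%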;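 further: exported cargo escapes ClpAP degradation while cytoplasmic cargo is degraded and loses fluorescence; 0% = median of neutral control wells and 100% = median of NaSCN control wells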
AddAB inh = growth inhibition of E. coli expressing H. pylori AddAB, primary screen, AddAB inhibitor project, absorbance | inhibition, % at 11.9 µM | hit rate 0.29% among 330,000 | AID 435030, 2010; in the data active means inhibition above about 12%;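 further: 0% = vehicle wells of infected cells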
PKA-R2B activ = activators of PKA-R2B holoenzyme, primary screen, biochemical, fluorescence polarization, Cy5-IP20, human. PKA-R2B holoenzyme dissociation; R2B truncated from residue 108, S112A mutant; 0% DMSO only, 100% 113 µM cGMP. activation, % at 11.4 µM. hit rate 0.079% among 340,000. AID 504700, 2011;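 active means activation above a cutoff set at the mean over all compounds plus 3 SD, cut at about 18% in these data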;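 further: higher means more holoenzyme dissociation and a rise in polarization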
Target sequence (P31323 whole entry, looked up, other chains not shown, the tested form may be a part): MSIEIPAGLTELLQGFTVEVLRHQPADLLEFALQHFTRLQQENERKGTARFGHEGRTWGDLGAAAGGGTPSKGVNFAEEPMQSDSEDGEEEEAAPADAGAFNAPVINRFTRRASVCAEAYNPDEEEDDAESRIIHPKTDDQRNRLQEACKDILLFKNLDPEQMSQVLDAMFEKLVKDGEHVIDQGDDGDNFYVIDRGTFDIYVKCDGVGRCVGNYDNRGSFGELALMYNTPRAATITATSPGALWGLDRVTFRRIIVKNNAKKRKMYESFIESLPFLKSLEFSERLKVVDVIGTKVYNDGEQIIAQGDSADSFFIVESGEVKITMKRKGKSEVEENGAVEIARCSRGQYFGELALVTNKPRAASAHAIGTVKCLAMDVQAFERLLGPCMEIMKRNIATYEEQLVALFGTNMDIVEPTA
E coli growth = E. coli V3065 growth inhibition, primary screen, counter-screen for AddAB inhibitor project, absorbance, OD600; 18 h; hit rate 0.27% among 330,000; inhibition, % at 11.9 µM;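 active means inhibition above the campaign's mean inhibition across all tested compounds plus 3 SD, cut at about 9.9% in these data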;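 further: uninfected addAB+ strain grown without phage in ampicillin broth; 0% = DMSO wells and 100% = ciprofloxacin 0.95 µg/ml wells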
Mot1-301 SUMO = yeast Mot1-301 growth rescue at high temperature, primary screen, SUMOylation pathway inhibitor project, S. cerevisiae, ATP luminescence, 38.5C; S. cerevisiae Mot1-301 growth rescue; percent above DMSO median, 100 means doubled; growth rescue, % at 18.8 µM; hit rate 1% among 320,000; AID 2716, 2010;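 active means every valid replicate shows activation above 250% relative to neutral control wells; inactive means the rest, any valid replicate at or below 250%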;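 further: OY570 slx delta 5 strain wells were the positive control but not used for scaling; some compounds called inactive have numbers as strong as hits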
PfHsp90 yeast 2 = growth inhibition of PfHsp90-expressing yeast, primary screen, antimalarial PfHsp90 inhibitor project, S. cerevisiae, BacTiter-Glo luminescence, single point, set 2; hit rate 0.32% among 310,000; inhibition, % at 9.4 µM; BacTiter-Glo ATP, 48 h; yeast lacking PDR1 and PDR3 efflux regulators;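 active means every replicate shows inhibition above about 80%, whatever the replicate mean, limit read from the data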;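 further: 0% = DMSO neutral controls and 100% = 20 µM radicicol positive controls; yeast relying on Plasmodium falciparum Hsp90 in place of its own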
phage Ecoli inh = growth loss of phage-infected E. coli, primary screen, RecBCD inhibitor project, absorbance, with phage, HTS. hit rate 0.26% among 360,000. inhibition, % at 11.9 µM; in the data active means inhibition above about 11%
MOR-DOR ag = agonists of OPRM1-OPRD1 heterodimerization, primary screen, cell-based, luminescence; Mu-type opioid receptor (Homo sapiens) + Delta-type opioid receptor (Homo sapiens), …; activation, % at 9.3 µM; cells; hit rate 0.3% among 340,000; in the data active means activation above about 18%;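 further: 0% = vehicle-treated cells and 100% = reference agonist; values of inactives mirror those of a sister screen read the other way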
An asterisk follows results filed as active; nt = no result given.

SMILES	PKA-R1A activ	HTR5A inv ctr	OPRM1-OPRD1 inv	Tat export inh	AddAB inh	PKA-R2B activ	E coli growth	Mot1-301 SUMO	PfHsp90 yeast 2	phage Ecoli inh	MOR-DOR ag
CS(=O)(=O)NCc1nnc(SCc2ccc(C(F)(F)F)cc2)o1	-11	-1	15	1	-0.3	-11	-1.1	-6	4	0.8	-2.7
COc1ccc2oc(C(=O)OCC(=O)N(C)C3CCCCC3)c(C)c2c1	-2	9	8	-2	1.0	-3	-0.2	24	15	3.1	-1.4
CCN1C(=O)C2(C(C#N)=C(N)Oc3c2c(C)nn3-c2ccccc2)c2ccccc21 (stereo not given)	8	4	-6	-4	-1.1	3	-0.1	1	nt	nt	1.3
Cc1oc(-c2cccc(Cl)c2)nc1CN1CCC(C(=O)NC2CC2)CC1	0	14	5	2	3.2	-6	-2.4	0	-26	2.1	-0.9
C[C@H]1C=C(C(=O)NCc2ccccc2)O[C@@H](OCc2ccc(CO)cc2)C1	-8	-7	2	-8	1.2	0	-0.1	14	-24	0.9	-0.4
Cc1ccc(C)c(S(=O)(=O)N2CCN(CC(=O)Nc3sccc3C#N)CC2)c1	-1	2	-13	1	5.9	-7	1.0	-22	15	2.5	2.4
CC1CCN(C(=O)c2ccccc2NC(=O)c2cccc(S(=O)(=O)N3CCOCC3)c2)CC1	-10	-4	11	0	nt	-10	nt	nt	0	2.8	-2.1
C=CCSC1=N/C(=C\c2cccnc2)C(=O)N1c1ccc(OC)cc1	-9	15	11	5	1.1	-2	1.6	-1	-5	5.2	-1.7
Nc1ccc2nc(-c3ccccc3)cnc2c1	12	-25	-30	7	-0.9	-2	1.3	10	4	1.4	5.9
CSc1nc2c(c(=O)[nH]1)CCCC2	9	-3	10	3	3.1	-4	-1.2	285	13	0.9	-1.9
O=C(Nc1cccnc1)c1ccc([N+](=O)[O-])s1	-2	-8	-11	-4	99*	-1	69*	0	-1	17*	2.9
N#Cc1c(C(F)(F)F)cc(=O)[nH]c1SCC(=O)O	3	12	0	-3	2.7	7	-2.9	-5	10	3.1	0.0
CCn1ccc(C(=O)NC2C(=O)N3C(C(=O)O)=C(C)CSC23)n1 (stereo not given)	-1	10	11	-5	1.4	-1	1.1	15	-57	1.4	-2.7
COC(=O)C(NC(C)=O)(Nc1nc(C)cs1)C(F)(F)F (stereo not given)	-4	0	2	-5	-1.3	13	-2.3	5	5	2.3	-0.3
COc1ccccc1/C=C/C(=O)Nc1ccc(S(=O)(=O)Nc2cc(C)nc(C)n2)cc1	0	-13	-2	-5	0.9	10	-2.5	351*	8	0.5	0.4
CC(NC(=O)CCc1nnc(Cc2cccc(C(F)(F)F)c2)o1)C1CC1 (stereo not given)	-13	8	0	7	-1.3	-10	-2.2	-1	nt	-2.1	0.1
COc1cc([N+](=O)[O-])ccc1NC(=S)NNC(=O)c1ccc2c(c1)OCO2	-4	-9	29	-4	-4.5	-6	-5.7	-2	-49	-2.0	-5.7
O=C(CSc1nnc(NC(=O)c2c(F)cccc2F)s1)NCc1ccccc1	-1	22	6	4	2.8	3	-4.0	-1	11	3.5	-0.8
CCOc1cc(/C=N/NC(=O)c2cc(C3CC3)[nH]n2)ccc1O	8	-2	-3	-12	0.6	-2	-0.8	200	19	4.4	0.4
CC(=O)Oc1ccc(/C=C2/Oc3ccccc3C2=O)cc1	-12	-1	10	1	2.2	1	1.8	8	-13	1.5	-2.0
Cc1ccccc1OCC(O)CN1CCN(CC(O)COc2ccccc2C)CC1 (stereo not given)	0	-14	-18	3	1.7	-2	2.4	nt	-2	3.7	3.4
CCOc1cc(C(C#N)N2CCCCC2)ccc1OC (stereo not given)	-6	-19	15	-7	0.7	-8	3.5	-6	-11	1.4	-2.8
Cn1c(=O)c2c(nc(CN3CCN(C(=O)c4ccco4)CC3)n2CCCO)n(C)c1=O	-8	-8	1	-3	1.4	-2	1.7	-9	27	2.7	-0.1
CCN(CC)S(=O)(=O)c1ccc(NC(=O)CCNC(=O)c2ccccc2)cc1	-3	-3	18	-18	nt	-2	nt	49	18	-1.1	-3.8
NNc1nc2c(Cl)ccc(Cl)c2s1	-16	6	15	-13	-1.0	-12	-0.3	204	-5	3.5	-2.9

The closing four entries of the section above come first, to join the parts:
SMILES	PKA-R1A activ	HTR5A inv ctr	OPRM1-OPRD1 inv	Tat export inh	AddAB inh	PKA-R2B activ	E coli growth	Mot1-301 SUMO	PfHsp90 yeast 2	phage Ecoli inh	MOR-DOR ag
CCOc1cc(C(C#N)N2CCCCC2)ccc1OC (stereo not given)	-6	-19	15	-7	0.7	-8	3.5	-6	-11	1.4	-2.8
Cn1c(=O)c2c(nc(CN3CCN(C(=O)c4ccco4)CC3)n2CCCO)n(C)c1=O	-8	-8	1	-3	1.4	-2	1.7	-9	27	2.7	-0.1
CCN(CC)S(=O)(=O)c1ccc(NC(=O)CCNC(=O)c2ccccc2)cc1	-3	-3	18	-18	nt	-2	nt	49	18	-1.1	-3.8
NNc1nc2c(Cl)ccc(Cl)c2s1	-16	6	15	-13	-1.0	-12	-0.3	204	-5	3.5	-2.9
Cc1ccc(C(=O)NCC(=O)N2CCCCCCC2)cc1C	-6	-5	14	8	4.8	2	1.2	4	12	0.2	-3.5
Cc1c(C(=O)OC(C)C)[nH]c2c1C(=O)CC(C)(C)C2	-5	-26	10	1	2.5	2	-0.1	89	12	1.0	-1.8
COc1ccc(CCNC(=O)CSc2nnc(-c3ccccc3)c3ccccc23)cc1OC	-5	1	8	6	3.8	-16	1.0	-3	-8	3.8	-1.7
O=C(NCCN1CCN(Cc2ccc([N+](=O)[O-])cc2)CC1)C(=O)Nc1ccccc1	1	-7	5	18	3.7	-10	-2.0	-5	-19	-0.6	-0.8
N#Cc1ccc(Cn2c(=O)c(C#N)c3n(c2=O)CCC3)cc1	4	-5	16	-3	1.9	7	0.9	-19	nt	0.6	-2.9
COc1ccc(OCC(=O)N2CCN(C(=O)c3cccs3)CC2)cc1	-1	11	10	-4	0.5	-5	2.3	58	-11	3.1	-1.9
COC(=O)C1CCCCN1C(=O)c1ccc2oc(Cc3ccccc3)nc2c1 (stereo not given)	-2	0	1	2	nt	9	nt	0	29	0.4	-0.1
COc1cccc(OC)c1NC(=O)c1nc2c(nnn2Cc2ccccc2Cl)c(=O)[nH]1	-8	15	18	5	0.2	1	0.6	9	3	1.9	-4.0
CCC(C)c1ccc(OCCn2ccnc2)cc1 (stereo not given)	-6	7	16	7	1.6	-1	-2.4	19	6	-1.1	-3.1
Cc1c(Cl)cccc1NC(=O)CSC(C)c1nc2ccccc2c(=O)[nH]1 (stereo not given)	4	3	-12	-14	4.9	0	1.1	6	-3	2.3	3.0
COC(=O)c1ccc(Cn2cnc3c(cnn3-c3ccc(F)cc3)c2=O)o1	3	-32	6	-5	-1.9	-1	-0.4	4	-16	3.1	-1.0
COc1ccc(OC)c(NC(=O)CCc2nnc3ccc(NCc4ccco4)nn23)c1	5	23	15	0	0.1	-3	-0.5	4	-1	-1.8	-2.9
O=C(OCC(=O)N1CCCCCC1)c1cccnc1Cl	-4	-3	11	-8	2.0	-7	1.4	-18	10	3.2	-2.9
Nc1ccc2ncccc2c1	-3	-7	-31	-12	-0.5	11	-2.3	-3	nt	0.6	5.4
CCOC(=O)N1CCN(c2nc(SC)nc3sc4c(c23)CC(C)(C)OC4)CC1	-9	-30	13	0	2.6	-9	0.8	-2	4	-0.7	-2.2
O=C(O)CCC(=O)N1CCc2cc(S(=O)(=O)N3CCCCC3)ccc21	-2	5	0	1	3.6	-1	1.5	20	19	nt	0.0
CCc1ccc(NC(=O)CS(=O)CC(=O)Nc2ccc(F)cc2F)cc1 (stereo not given)	-5	6	-20	-2	0.7	4	-0.2	-4	nt	2.9	3.9
COc1ccc(-c2[nH]nc3c2C2(C(=O)N(CC(=O)O)c4ccccc42)C(C#N)=C(N)O3)cc1OC (stereo not given)	-13	6	8	-4	1.8	7	-1.5	144	-21	4.5	-1.5
O=C(NNC(=O)c1cnccn1)c1cccc([N+](=O)[O-])c1	-8	21	9	-3	-0.3	5	3.8	-12	-5	0.9	-1.7
O=C(CSc1nnnn1-c1cccnc1)Nc1ccc(OCc2ccccc2)cc1	-10	3	13	1	-1.9	-19	-2.9	19	7	0.8	-2.2
COc1ccc(-n2c(=S)[nH]c3cc(C(=O)Nc4ccc(OC)c(OC)c4)ccc3c2=O)cc1	-1	10	17	3	3.4	14	-1.3	-15	-2	-0.7	-3.1
CN(C)c1ccc(C(=O)NNC(=O)c2ccc(Cl)cc2)cc1	nt	nt	nt	-7	0.2	nt	3.9	7	14	-0.5	nt
O=C(c1cc(-c2ccc(Cl)cc2)n(-c2ccc(Cl)cc2)n1)N1CCOCC1	4	-18	10	5	2.4	-7	-2.1	399*	-33	0.2	-1.8
O=C(NCc1ccccc1F)c1cccc(S(=O)(=O)NCc2ccccc2)c1	9	-10	20	2	1.2	-8	2.8	6	39	-1.8	-3.9
CC(OC(=O)c1cccc(-n2cnnn2)c1)C(=O)Nc1ccc(F)cc1Cl (stereo not given)	0	-18	9	-3	-1.7	-6	-1.3	-22	5	-0.4	-1.4
COc1ccc(N(C)S(=O)(=O)c2c(C)[nH]c(=O)[nH]c2=O)c(OC)c1	-14	-11	13	-1	3.0	-1	1.1	-1	4	0.4	-2.6
O=C(c1cn(-c2ccccc2)nc1-c1cccnc1)N1CCN(S(=O)(=O)c2ccc(Cl)cc2)CC1	3	-23	7	1	nt	-1	nt	nt	nt	1.9	-1.8

Quoted at random: three compounds from above, in no set order.
SMILES	PKA-R1A activ	HTR5A inv ctr	OPRM1-OPRD1 inv	Tat export inh	AddAB inh	PKA-R2B activ	E coli growth	Mot1-301 SUMO	PfHsp90 yeast 2	phage Ecoli inh	MOR-DOR ag
CC(OC(=O)c1cccc(-n2cnnn2)c1)C(=O)Nc1ccc(F)cc1Cl (stereo not given)	0	-18	9	-3	-1.7	-6	-1.3	-22	5	-0.4	-1.4
O=C(CSc1nnnn1-c1cccnc1)Nc1ccc(OCc2ccccc2)cc1	-10	3	13	1	-1.9	-19	-2.9	19	7	0.8	-2.2
CCOC(=O)N1CCN(c2nc(SC)nc3sc4c(c23)CC(C)(C)OC4)CC1	-9	-30	13	0	2.6	-9	0.8	-2	4	-0.7	-2.2
